# High-throughput results: PubChem BioAssay, several laboratories
# DDE Tn6 FP inh = inhibitors of Tn6 peptide binding to human fibrin DD(E). P02675. Fibrin DD(E) TRITC-Tn6 fluorescence polarization displacement. inhibition, % at 8.3 µM. 0.21% of 370,000 active;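 active means inhibition above a per-campaign cutoff: mean of compounds within control limits plus 3 SD, cut at about 15% in these data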;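 further: 0% = median of all compound wells on the plate and 100% = blocking peptide control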
# Target sequence (P02675 whole entry, looked up): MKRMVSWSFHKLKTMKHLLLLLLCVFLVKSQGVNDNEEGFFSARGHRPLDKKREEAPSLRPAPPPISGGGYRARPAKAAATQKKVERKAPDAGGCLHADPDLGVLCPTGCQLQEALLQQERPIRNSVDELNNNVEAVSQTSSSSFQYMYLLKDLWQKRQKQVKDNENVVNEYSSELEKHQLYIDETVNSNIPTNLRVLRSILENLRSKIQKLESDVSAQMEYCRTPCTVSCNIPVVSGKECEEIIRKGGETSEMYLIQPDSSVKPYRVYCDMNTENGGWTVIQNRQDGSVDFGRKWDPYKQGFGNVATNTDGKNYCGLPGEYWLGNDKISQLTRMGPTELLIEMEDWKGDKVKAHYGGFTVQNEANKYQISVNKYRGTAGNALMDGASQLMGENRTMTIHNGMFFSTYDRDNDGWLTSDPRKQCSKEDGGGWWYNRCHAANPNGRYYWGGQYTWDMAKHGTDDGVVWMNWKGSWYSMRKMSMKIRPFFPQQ
# ADAM10 inh = inhibits human ADAM10; O14672; recombinant ADAM10, EDANS/DABCYL FRET peptide cleavage, 3 h; inhibition, % at 7 µM; 0.62% of 370,000 active; AID 720582;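 active means inhibition above a per-campaign cutoff equal to the mean of compounds falling between control-based bounds plus 3 SD, cut at about 20% in these data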;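 further: 0% = DMSO wells while the 100% control is not disclosed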
# ARFGAP1 inhibitor = inhibitors of rat ARFGAP1; Q62848; Arfgap1-stimulated ARF1 GTP hydrolysis, GDP FP detection; inhibition, % at 16.5 µM; 0.26% of 360,000 active;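 active means inhibition above a per-plate limit, mean inhibition of low control wells plus 3 SD, cut at about 25% in these data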;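 further: 0% = DMSO wells with enzyme and 100% = wells lacking Arfgap1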
# Target sequence (Q62848 1-136 limits assumed): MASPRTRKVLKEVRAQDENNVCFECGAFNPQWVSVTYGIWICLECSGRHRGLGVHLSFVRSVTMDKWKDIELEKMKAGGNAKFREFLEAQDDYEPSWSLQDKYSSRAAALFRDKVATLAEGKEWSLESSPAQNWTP
#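 Repeats: one replicate per compound; assay system: rat Arfgap1 catalytic domain, aa 1-136; times: enzyme reaction 120 min at 25 °C after 20 min preincubation; detection: FP of antibody-bound GDP Alexa 633 tracer, ex 620/em 688 nm; benchmarks: high control wells lacking Arfgap1, low control full reaction with DMSO; reagent: human ARF1(Δ1-17)-GTP substrate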
# GAA850 FXN act = activators of GAA850 frataxin (FXN) promoter | HEK293 lucGAA850 FXN promoter luciferase reporter, 24 h; percent of 10 µM SAHA response | 0.56% of 360,000 active | activation, % at 6 µM;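 active means activation above the average of all compounds screened plus 3 SD, cutoff fixed separately per campaign, cut at about 7.5% in these data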;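 further: 0% = DMSO wells and 100% = 10 µM SAHA wells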
# sPLA2-III inh = Blocks human group III sPLA2 activity; inhibition, % at 12.2 µM; Q9NZ20; AID 743126; QFRET BODIPY PC-A2 liposome hydrolysis, fluorescence; 0.56% of 370,000 active;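 active means inhibition above mean plus 3 SD of compounds lying within the high and low control bounds, cut at about 19% in these data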;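 further: 0% = median of test compound wells and 100% = no enzyme DMSO wells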
# NPR1 activator = GC-A (human) enzyme activation. P16066. HEK293 GC-A cells, cGMP TR-FRET, EC30 ANP; 0% at EC30 ANP, 100% saturating ANP. activation, % at 10 µM. 0.14% of 370,000 active. AID 1671463; in the data active means activation above about 40%
# proKLK7 act = activates the human kallikrein-7 zymogen; P49862; purified proKLK7, EDANS-DABCYL substrate fluorescence; 100% is mature enzyme control, 0% vehicle; 0.9% of 370,000 active; activation, % at 7 µM;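 active means activation above the mean of all tested compounds plus 3 SD, computed per campaign excluding outliers beyond control limits, cut at about 13% in these data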
# Target sequence (P49862 whole entry, looked up): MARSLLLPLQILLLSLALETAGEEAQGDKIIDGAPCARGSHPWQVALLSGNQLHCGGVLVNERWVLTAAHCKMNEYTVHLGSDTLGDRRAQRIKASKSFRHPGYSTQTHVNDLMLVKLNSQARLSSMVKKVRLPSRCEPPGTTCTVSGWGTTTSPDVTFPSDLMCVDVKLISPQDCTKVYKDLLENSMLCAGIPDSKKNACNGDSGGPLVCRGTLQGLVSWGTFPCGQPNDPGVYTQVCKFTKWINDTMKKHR
# GC-B act = GC-B (human) receptor activation; HEK293-GC-B cells, CNP EC30, cGMP TR-FRET; 0% at EC30 CNP, 100% saturating CNP; activation, % at 10 µM; 0.11% of 370,000 active; AID 1920062;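 active means activation at 10 µM reaching about 35% in either raw or pattern-adjusted values, limit read from the data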
# ASAP1 inh = inhibitors of human ASAP1 ArfGAP activity; Q9ULH1; ASAP1-stimulated ARF1 GTP hydrolysis, GDP FP detection; inhibition, % at 16.5 µM; 0.19% of 360,000 active; in the data active means inhibition above about 25%;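 further: 0% = vehicle with enzyme and substrate and 100% = no enzyme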
# rCAG RNA binder = binds r(CAG) RNA repeats. r(CAG) RNA repeat, TO-PRO-1 dye displacement fluorescence. inhibition, % at 3 µM. AID 651821. 1.3% of 370,000 active;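 active means inhibition above the plate cutoff, the mean of all test compounds on that plate plus 3 SD, cut at about 35% in these data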;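 further: 0% = DMSO alone and 100% = 100 µM mitoxantrone as full dye displacement; higher means more dye released from RNA so lower well fluorescence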
# * hit, by the source's call; i = inactive; . = no result given. This is a random part of the collection, and some 4.5% of all compounds hit somewhere here.
SMILES,DDE Tn6 FP inh,ADAM10 inh,ARFGAP1 inhibitor,GAA850 FXN act,sPLA2-III inh,NPR1 activator,proKLK7 act,GC-B act,ASAP1 inh,rCAG RNA binder
CC(Oc1ccc(Cl)cc1Cl)C(=O)NNC(=O)c1cccnc1 (stereo not given),3.5,5.4,5.7,1.9,3.0,2.1,0.8,1.8,-3.5,1.8
O=C(c1ccc(CS(=O)c2ccccc2Cl)o1)N1CCN(c2ccccn2)CC1 (stereo not given),0.3,-1.9,-3.4,-2.5,2.6,1.3,0.9,-1.0,10.6,-4.3
CCOC(=O)C1=C(CP(=O)(c2ccccc2)c2ccccc2)NC(=O)NC1c1ccc(Cl)cc1 (stereo not given),-6.1,5.5,-4.1,-7.7,-13.4,-12.9,-0.7,-0.9,6.6,-7.2
CC(C)(C)C1CCc2onc(C(=O)Nc3cccnc3)c2C1 (stereo not given),0.8,-1.8,6.5,1.1,-9.7,3.4,0.9,-5.0,11.7,-4.3
CSc1nnc(-c2cc3c(-c4ccccc4)nn(C)c3s2)n1C,-8.0,-41.0,9.5,3.1,4.4,7.5,-0.3,-0.3,-0.7,-2.3
COc1ccc(C2N=C(N)N=C(N)N2c2ccccc2OC)cc1OC (stereo not given),0.4,-0.1,0.1,-1.1,-2.0,1.5,0.4,1.3,-8.6,-0.8
CN(C)S(=O)(=O)c1cccc(C(=O)Nc2ccccc2N2CCCCC2)c1,6.7,-0.1,2.6,2.1,-7.0,-0.8,-0.7,-2.8,6.1,-0.5
O=C(CSc1nncs1)Nc1ccc2c(c1)OCO2,-3.5,4.7,1.7,1.7,1.0,5.4,-0.1,-1.7,9.0,-0.7
COc1ccc(Cl)cc1NC(=O)N1CCN(S(C)(=O)=O)CC1,-2.6,5.4,4.2,0.9,0.2,3.9,-0.6,5.1,-0.8,-1.2
Cc1ccc2c(c1)N(C(=O)CCC(=O)NCCCN1CCOCC1)CCO2,-0.9,-8.2,2.1,0.6,6.0,1.5,0.3,-0.9,2.0,-0.7
O=C(Cc1ccccc1[N+](=O)[O-])NCc1ccccc1Cl,2.5,-0.7,-3.9,1.0,-3.2,-2.4,-0.5,7.3,4.4,-1.5
O=C(CN(C(=O)CNC(=O)c1cccs1)c1ccccc1F)NC1CCCC1,8.1,1.5,-1.4,-0.4,9.5,4.8,-0.3,5.1,-3.3,0.4
COc1ccc(OC)c2[nH]c(=O)c(CCNC(=O)c3ccc(Br)o3)cc12,3.8,-17.2,-4.2,1.3,3.6,-5.8,0.3,-3.5,-0.1,-2.2
COc1ccc(CNC(=O)C(=O)NCC2CCCN2S(=O)(=O)c2cccs2)cc1 (stereo not given),11.9,2.2,12.9,-1.2,-0.3,2.2,-0.1,0.4,-9.7,-2.6
Nc1cc(Cl)nnc1Cl,0.5,-2.4,25.0*,0.6,3.1,3.1,0.7,8.4,-1.9,2.2
Nc1cccc2[nH]c(=O)c3ccccc3c12,-7.0,i,-4.6,0.4,-2.8,-1.2,20.4*,-2.1,1.7,11.7
COc1ccccc1N1CCN(C2CCCN(C(=O)CN3CCCCC3=O)C2)CC1 (stereo not given),-1.1,-0.6,7.9,1.9,-1.9,2.2,0.4,5.1,-9.4,-4.4
CN(CC(=O)Nc1ccc(C#N)cc1)Cc1ccc(Cl)cc1,0.5,5.6,-0.8,-0.1,2.1,1.3,-0.5,-1.3,1.1,-6.3
O=C(COC(=O)c1ccccc1NC(=O)c1ccccc1)c1ccc([N+](=O)[O-])cc1,3.8,-2.4,-5.4,-3.6,-1.3,-2.2,-0.3,-10.0,6.5,5.0
Cc1ccc(S(=O)(=O)NCCC(=O)NCCCSc2ccccc2)cc1,-8.7,-9.2,0.2,-0.8,-7.3,-2.9,-1.0,2.6,0.7,-3.5
O=C(NCc1ccccn1)C(=O)Nc1cccc2ccccc12,-1.6,1.5,12.2,1.1,8.6,-5.1,0.2,2.2,8.5,-3.2
CCC[C@H]1[C@@H](NC(=O)c2cccc(Cl)c2)CC[C@@]23CCCN2C(=O)CCC[C@@H]13,0.3,1.5,.,.,-5.2,-14.6,.,-21.1,.,.
Cc1nnc(N/N=C/C2CC=CCC2)[nH]c1=O (stereo not given),-5.8,-8.3,23.4,3.5,1.8,-1.0,0.0,2.4,13.0,3.4
CCC1CCCCN1CCCNC(=O)CNC(=O)c1nn(-c2ccc(OC)c(Cl)c2)c(=O)c2ccccc12 (stereo not given),3.3,-1.1,4.4,-3.1,-4.0,-2.5,-0.6,-4.0,8.9,6.2
CC(C)[C@H](NC(=O)N1CCn2c1nc1ccccc12)C(=O)NCc1ccc2c(c1)OCO2,5.7,-0.8,2.8,-0.1,-8.9,-0.6,0.7,1.2,-0.5,-3.4

# Whole records as entered above.
# CN(CC(=O)Nc1ccc(C#N)cc1)Cc1ccc(Cl)cc1 is listed as DDE Tn6 FP inh: 0.5; ADAM10 inh: 5.6; ARFGAP1 inhibitor: -0.8; GAA850 FXN act: -0.1; sPLA2-III inh: 2.1; NPR1 activator: 1.3; proKLK7 act: -0.5; GC-B act: -1.3; ASAP1 inh: 1.1; rCAG RNA binder: -6.3
# COc1ccc(C2N=C(N)N=C(N)N2c2ccccc2OC)cc1OC (stereo not given) is listed as DDE Tn6 FP inh: 0.4; ADAM10 inh: -0.1; ARFGAP1 inhibitor: 0.1; GAA850 FXN act: -1.1; sPLA2-III inh: -2.0; NPR1 activator: 1.5; proKLK7 act: 0.4; GC-B act: 1.3; ASAP1 inh: -8.6; rCAG RNA binder: -0.8

# Next part.
SMILES,DDE Tn6 FP inh,ADAM10 inh,ARFGAP1 inhibitor,GAA850 FXN act,sPLA2-III inh,NPR1 activator,proKLK7 act,GC-B act,ASAP1 inh,rCAG RNA binder
Cc1cccc(OCc2nc(-c3ccc(-n4cccc4)cc3)no2)c1,-5.7,5.4,-13.0,-0.8,1.5,3.8,0.2,-0.2,-9.7,4.3
O=C(O)CCCC(=O)N1CCCC1,-1.8,3.9,-7.7,2.5,-3.1,-4.0,-1.0,1.6,-1.0,1.2
CN1OC[C@@H]2CN(Cc3ccccc3)[C@H](c3cccc(-c4ccccc4)c3)C[C@@H]21,-7.3,-1.6,-2.9,-0.8,-3.5,-21.4,0.7,-10.4,6.7,2.5
O=C(c1ccco1)N1CCN(c2cccc(Cl)c2)CC1,-2.0,-2.5,-2.0,-0.4,-5.0,-2.5,0.2,-5.5,-11.3,1.1
CCCC(=O)Nc1sc(C(=O)Nc2cccc(N)c2)c(C)c1C(=O)OC,3.1,3.1,-0.3,3.4,-1.6,1.7,-0.4,3.1,9.4,0.1
Cc1nc2ccc(NC(=O)CS(=O)(=O)c3ccc(F)cc3)cc2s1,-2.3,-9.7,-7.3,2.5,-3.9,-0.4,0.4,2.5,6.1,-1.4
CCS(=O)(=O)N1Cc2ccccc2CC1C(=O)Nc1nnc(SCc2c(Cl)cccc2Cl)s1 (stereo not given),3.6,9.7,18.4,3.1,-59.4,-3.1,-0.1,2.0,-5.8,18.3
CCOC(=O)C1CCCCN1S(=O)(=O)c1ccc2c(c1)CC(C)N2C(=O)C1CCC1 (stereo not given),2.7,5.6,19.2,-0.8,-2.7,0.1,1.0,2.6,-0.3,-4.5
CCc1c(O)nc(N2CCN(Cc3ccccc3)CC2)[nH]c1=O,-2.8,1.4,-2.9,-0.6,2.9,-3.9,0.4,-4.1,2.6,-4.3
COc1ccccc1N(C)S(=O)(=O)c1ccc(C(=O)OCC(=O)NCCC2=CCCCC2)cc1,5.3,6.8,8.9,-2.5,-15.5,1.9,0.2,-1.8,-9.6,-2.9
COc1ccc(CNC(=O)CN2C(=O)NC3(CCCCCC3)C2=O)cc1,6.3,-0.9,10.8,-0.5,-3.8,2.3,0.2,6.5,11.7,0.0
COC(=O)c1cc(OC)c(OC)cc1NC(=S)Nc1cccc(C(C)=O)c1,-4.8,-0.1,0.4,-0.1,5.7,3.3,-0.1,-1.6,4.8,3.0
Cc1ccc2c(c1)N(CCC(=O)NCc1cccs1)C(=O)C(C)O2 (stereo not given),9.2,7.8,-2.3,2.8,5.3,-3.7,-0.5,-2.5,0.3,-2.4
CCCS(=O)(=O)N1CCN(C(=O)c2cccs2)CC1,-0.5,0.7,5.4,-0.3,-0.2,2.2,0.5,-0.5,-7.0,0.2
C=CCNC(=O)c1onc(CSc2cc(C)cc(C)c2)c1C(=O)NCC=C,11.0,12.2,9.3,0.9,-15.7,4.0,-0.3,0.6,9.5,-6.2
COc1ccc(N(C(=O)Cn2nnc3ccccc32)C2(C(=O)NC3CCCC3)CCCCC2)cc1,0.2,4.2,-5.4,-0.5,4.8,-30.2,-0.1,-10.0,-3.2,-6.6
COc1cc2sc3cc(NCc4ccc5c(c4)OCO5)ccc3c(=O)c2cc1OC,-13.3,i,14.4,6.1,-14.3,2.5,-7.2,-3.5,5.3,23.9
O=C1CC(c2nc3ccccc3[nH]2)CN1Cc1ccccc1 (stereo not given),2.0,-11.2,-1.4,-0.7,8.0,3.5,-0.5,-1.2,3.9,-0.4
COc1ccc(CNC(=O)CSc2nc(C)cs2)cc1,-8.5,13.9,1.6,0.7,1.1,2.4,-0.5,-0.9,1.6,2.6
CC(Nc1n[nH]c(=S)[nH]c1=O)C(=O)OCc1ccccc1 (stereo not given),-2.0,-7.5,-7.8,1.9,3.3,1.3,0.0,3.1,-6.3,3.3
COCc1cc(C)n(CC(=O)Nc2cc(C)cc(C)c2)c(=O)c1C#N,6.6,-39.8,5.4,-1.9,-3.7,-1.4,0.5,-0.1,-17.6,3.1
O=C(NCc1cccnc1)c1cc(C2CCCN(S(=O)(=O)c3cccs3)C2)on1 (stereo not given),1.2,-6.1,11.5,0.2,2.6,2.9,0.0,0.2,-0.5,0.9
CC(C)CC(OC(=O)CC1Sc2ccccc2NC1=O)C(=O)NC1CCCC1 (stereo not given),-0.9,-5.7,-1.6,-0.9,-7.3,-13.6,1.0,1.2,-4.8,-7.4
CCCCC1Cc2[nH]c(=S)[nH]c(=O)c2C(c2ccc3ccccc3c2)O1 (stereo not given),3.0,-1.0,5.5,.,-12.4,-3.4,0.3,-3.2,-3.0,32.6
Cc1scc(C(=O)NNC(=S)NCc2ccccc2)c1C,-1.9,5.6,1.4,3.4,18.6,0.1,-0.7,0.2,5.1,2.4
CN(c1ccc(OCC(=O)OCc2nnc(-c3ccccc3)o2)cc1)S(=O)(=O)c1ccc(Cl)cc1,3.9,4.9,-12.5,0.7,-15.2,12.2,0.2,-0.7,3.0,3.1
CC(C)CNC(=O)C1(C)CCCN1C(=O)CSc1ccccc1 (stereo not given),7.4,5.7,-5.7,-0.1,-10.4,2.5,0.3,-0.3,-3.4,0.8
CCCCc1ccc(S(=O)(=O)N/N=C(/C)c2ccncc2)cc1,-3.1,-5.0,-4.7,1.3,3.1,4.9,-0.5,-0.6,-14.6,-2.2
CCC(=O)Nc1cc(C(=O)OCC(=O)c2ccccc2Cl)ccc1C,-3.5,-1.7,3.2,1.6,0.3,35.2,-0.5,4.9,1.1,-1.0
Cc1nc(-c2ccc3c(c2)OCCO3)cs1,0.6,0.5,-7.5,6.1,-0.6,4.3,-0.2,3.5,-12.5,-0.5
